FLuc modulator: inhibits or activates purified firefly luciferase, miR-21 counter-screen. AID 588342. purified FLuc, Km substrates, luminescence inhibition. actives 6.9% (n = 360,000). Potency, µM (top dose mostly 57.5 µM), inactives show top-dose activity change, negative = inhibition, hits mostly inhibitors;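 further: potency means the concentration at half of the fitted maximal effect; plate controls were vehicle for no effect and reference inhibitor for full effect; nearly all actives have a fitted effect of over 55% in size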
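Biochemical qHTS of compounds, final roughly 60 µM downward over six points, against 10 nM purified firefly luciferase using Km concentrations of substrates (10 uM D-luciferin, 10 uM ATP) in Tris acetate pH 7.5 buffer; luminescence output.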
Mito fusion yeast: mitochondrial division inhibition or fusion activation; S. cerevisiae fusion-defective mutant growth rescue, CellTiterGlo 48 h; Potency, µM (top dose mostly 46.1 µM), for the others: at the highest dose growth rescue (activation), actives largely listed as activators; actives 0.23% (n = 320,000); AID 485298;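 further: potency means the concentration at half of the fitted maximal effect; % of control where 0% means no effect; nearly all actives have a fitted effect of over 45% in size; temperature-sensitive fusion mutants such as fzo1-1 at 37 °C on non-fermentable ethanol glycerol medium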
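Growth-rescue viability read-out: after 48 h at the non-permissive 37C in glycerol/ethanol YPEG, yeast mitochondrial fusion mutants are measured by CellTiterGlo luminescence; compounds (23 nl pinned per well) restoring growth score as division inhibitors or fusion activators.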
Gal4-VP16 FLuc: inhibits Gal4-VP16 luciferase reporter, ROR gamma counter-screen. Drosophila S2 Gal4-VP16 UAS-luciferase, luminescence, 20 h. Potency, µM (titrated, usually from 53.6 µM), without a hit: top-dose activity, negative = inhibition, usual class: inhibitors. actives 3.5% (n = 310,000). AID 2546;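 further: Gal4-VP16 expression switched on by copper sulfate through the metallothionein promoter; potency means the concentration at half of the fitted maximal effect; on the % scale 0 is the no-effect control and ±100 the full control effect; nearly all actives have a fitted effect of over 50% in size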
ELG1 repair inh: blocks ELG1-dependent DNA repair in HEK293T cells. actives 2.3% (n = 330,000). HEK293T ELG1-luciferase reporter, luminescence, 16 h; DNA damage induced by 5-fluorouridine. Potency, µM (doses to about 46.1 µM), without a hit: at the top dose activity change, negative = inhibition, usual class: inhibitors. AID 504467; further: potency means the concentration at half of the fitted maximal effect; on the % scale 0 is the no-effect control and ±100 the full control effect; nearly all actives have a fitted effect of over 55% in size
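Step one: seed 2,000 cells per well. Step two: pin-transfer compound or DMSO alongside 5-fluorouridine. Step three: incubate 16 hr, 37 °C, 5% CO2. Step four: add ONE-Glo, wait 30 min, read luminescence.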
Rab9 promoter act: activates the Rab9 promoter; Potency, µM (doses to about 9.22 µM), for the others: at the top dose activation, negative = inhibition, most hits filed as activators; Huh7 Rab9 promoter-luciferase reporter, luminescence, 24 h; actives 2.8% (n = 320,000); further: potency means the concentration at half of the fitted maximal effect; % of control where 0% means no effect; nearly all actives have a fitted effect of over 60% in size
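Luciferase signal after 10 min detection reagent at ambient indicates Rab9 promoter upregulation; stably transfected Huh7 cells were treated 24 h with compound in DMSO at 37 °C, 5% CO2.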
NPC1 promoter act: activates the NPC1 promoter; AID 485313; actives 2.4% (n = 320,000); Huh7 NPC1 promoter luciferase reporter, 24 h; Potency, µM (doses to about 9.22 µM), without a hit: at the top dose activation, hits mostly activators;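 further: potency means the concentration at half of the fitted maximal effect; % of control where 0% means no effect; nearly all actives have a fitted effect of over 60% in size; reporter is driven by a mutant NPC1 promoter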
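Huh7 reporter cells (NPC1 promoter driving luciferase) are dosed with compound for 24 h at 37 °C, 5% CO2; luciferase detection reagent is then added and luminescence measured after 10 min at ambient temperature.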
PKM2 activator: increases activity of human pyruvate kinase M2; purified PKM2, Kinase-Glo ATP luminescence, activation; response scale: 0% is enzyme alone, no compound; Potency, µM (doses to about 57.5 µM), inactives show top-dose activation, most hits filed as activators; actives 0.34% (n = 260,000); AID 1631; further: potency means the concentration at half of the fitted maximal effect; on the % scale 0 is the no-effect control and ±100 the full control effect; nearly all actives have a fitted effect of over 55% in size
Target sequence (P14618 whole entry, looked up): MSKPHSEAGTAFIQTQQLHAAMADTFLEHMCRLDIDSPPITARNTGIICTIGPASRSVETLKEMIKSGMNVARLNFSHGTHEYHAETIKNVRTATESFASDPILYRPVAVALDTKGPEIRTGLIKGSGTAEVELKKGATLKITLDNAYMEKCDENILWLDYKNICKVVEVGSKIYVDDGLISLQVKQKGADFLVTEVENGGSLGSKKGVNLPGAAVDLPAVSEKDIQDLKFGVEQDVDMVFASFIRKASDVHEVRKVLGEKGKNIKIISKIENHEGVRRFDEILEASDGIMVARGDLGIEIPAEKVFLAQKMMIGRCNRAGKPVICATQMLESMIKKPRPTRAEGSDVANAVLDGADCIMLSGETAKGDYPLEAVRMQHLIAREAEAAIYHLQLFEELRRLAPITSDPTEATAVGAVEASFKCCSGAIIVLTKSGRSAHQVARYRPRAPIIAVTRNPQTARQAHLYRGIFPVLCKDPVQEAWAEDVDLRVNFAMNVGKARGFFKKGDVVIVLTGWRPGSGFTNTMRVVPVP
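Kinase-Glo luminescence reports ATP generated from ADP (0.1 mM) and PEP (0.5 mM) by purified hPK-M2 after 1 h at room temperature, pH 7.2 imidazole buffer; intermediate enzyme activity allows detecting inhibitors and activators.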
Menin-MLL TR inh: displaces Texas Red mutant MLL peptide from human menin; actives 0.23% (n = 270,000); Menin + Texas Red MLL mutant peptide, fluorescence polarization; Potency, µM (top dose mostly 61.6 µM), inactives show at the highest dose FP activity change, negative = inhibition, actives largely listed as inhibitors; active means well fitted inhibition curve with a large enough effect in the polarisation, with a control signal flat, not every such curve was filed as active; inconclusive means small, poorly fitted or top-dose-only effect, or effect the other way, or a change in a side signal; inactive means no such curve, though single readings can be large or run the other way; the % refers to the polarisation; further: potency means the concentration at half of the fitted maximal effect; % of control where 0% means no effect; many of its hits are not listed in these tables
RORgamma inh: inhibitors of mouse ROR gamma transcriptional activity. P51450. Drosophila S2 Gal4-RORgamma UAS-luciferase reporter, 20 h. Potency, µM (titrated, usually from 53.6 µM), inactives show at the highest dose activity change, negative = inhibition, actives largely listed as inhibitors. actives 5.4% (n = 310,000); further: potency means the concentration at half of the fitted maximal effect; on the % scale 0 is the no-effect control and ±100 the full control effect; nearly all actives have a fitted effect of over 60% in size
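Read-out: Photinus luciferase luminescence; inhibitors lower reporter signal. Insect Schneider cells with Gal4-ROR gamma fusion under metallothionein promoter, UAS reporter; 700 uM final copper sulfate induction, 20 hr, ambient temperature.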
MBNL1 CUG block: MBNL1-poly(CUG) RNA binding inhibition. AID 2675. actives 0.036% (n = 280,000). Q9NR56. Potency, µM (doses to about 57.5 µM), inactives show top-dose activity change, negative = inhibition, hits mostly inhibitors. TR-FRET MBNL1-His/biotin-(CUG)12 binding, 665/545 ratio; active means well fitted inhibition curve with a large enough effect in the signal ratio, with a control signal flat, not every such curve was filed as active; inconclusive means small, poorly fitted or top-dose-only effect, or effect the other way, or a change in a side signal; inactive means no such curve, though single readings can be large or run the other way; the % refers to the signal ratio; further: potency means the concentration at half of the fitted maximal effect; on the % scale 0 is the no-effect control and ±100 the full control effect
Target sequence (Q9NR56 whole entry, looked up): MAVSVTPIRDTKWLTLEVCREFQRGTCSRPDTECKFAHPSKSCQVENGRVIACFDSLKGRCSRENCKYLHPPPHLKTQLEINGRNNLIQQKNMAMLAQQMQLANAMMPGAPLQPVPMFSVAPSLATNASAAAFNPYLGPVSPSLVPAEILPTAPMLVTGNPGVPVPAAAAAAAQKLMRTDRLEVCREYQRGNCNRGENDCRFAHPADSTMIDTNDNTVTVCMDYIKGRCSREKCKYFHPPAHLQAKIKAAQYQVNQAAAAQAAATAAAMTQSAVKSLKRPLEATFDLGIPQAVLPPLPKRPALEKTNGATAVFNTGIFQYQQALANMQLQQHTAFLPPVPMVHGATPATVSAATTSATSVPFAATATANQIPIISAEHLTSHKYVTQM
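Compounds (final 92 nM to 58 uM) are added to His-tagged MBNL1 and biotin-(CUG)12, then terbium anti-His antibody and streptavidin-XL665 (5 nM final). After 60 min at room temperature, the 665/545 nm ratio is read.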
KCNH2 3.1 inh: KCNH2 3.1 (human) potassium channel inhibition | U2OS KCNH2 3.1, thallium flux FluxOr; hits give low values | activity change, % (tested at about 1.8 µM) | actives 0.95% (n = 340,000);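 active means maximum activity change below -70%; inconclusive means maximum activity change from -70% to -50%; inactive means maximum activity change above -50%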;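 further: thallium influx rate constant from kinetic fluorescence after stimulation buffer; on the % scale 0 is the no-effect control and ±100 the full control effect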
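Steps: virus added to U2OS suspension (4 h, RT, dark); medium with 10% FBS added, cells plated, 37 C overnight; FluxOr/Red40 loading buffer 45 min RT; stimulation buffer, 2 min kinetic read; rate constant normalized.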
Active calls of the source: *; ? = inconclusive; nt = no result given; & = joins results of further samples; [ ] = remark or other dose. Unless noted, the call rests on the fitted dose curve; in most records, active means well fitted curve in the direction sought with a large enough effect; inconclusive means small, poorly fitted or top-dose-only effect, or another doubt; inactive means no such curve, though single readings can be large; an effect the other way counts as inactive or inconclusive.

molecule | FLuc modulator | Mito fusion yeast | Gal4-VP16 FLuc | ELG1 repair inh | Rab9 promoter act | NPC1 promoter act | PKM2 activator | Menin-MLL TR inh | RORgamma inh | MBNL1 CUG block | KCNH2 3.1 inh
COC(=O)c1c(C(=O)OC)c(-c2ccccc2)n2c1CS(=O)C2 (stereo not given) | 1% | 6% | 24% | 11% | 13% | 3% | 0% | -4% | 9% | -15% | 6
CCOc1ccccc1/C=N/N1CCN(Cc2ccccc2)CC1 | -10% | 1% | -18% | 0% | -5% | -8% | -3% | -19% | 9% | 8% | 1
OC1(c2ccccc2F)CCN(Cc2nnnn2Cc2ccc(F)cc2)CC1 | 0% | 6% | -5% | 14% | -1% | 0% | -6% | -4% | -2% | 13% | -1
Cc1cccc(NS(=O)(=O)c2cccc(C(=O)N3CCC3)c2)c1 | -1% | -6% | nt | 8% | -8% | -1% | nt | nt | nt | nt | -6
Cc1nc2ccccc2c2nc(N)nn12 | 1% | 1% | -15% | 2% | -7% | -9% | -3% | 1% | 27% | -6% | -28
CCn1c(=NC(=O)CCS(=O)(=O)c2ccccc2)sc2cccc(OC)c21 | -5% | 5% | 16µM* | ? | -2% | -4% | 0% | nt | -11% | -1% | -16
C#CC[N+]1(CC#Cc2ccccc2)CCCC1 | 1% | 3% | -1% | 0% | 2% | -3% | -4% | -5% | 3% | -5% | -8
Cc1cccc(-c2n[nH]c(=S)n2/N=C/c2cccs2)c1 | -4% | 4% | 10µM* | ? | 2% | -5% | 20% | nt | 5µM* | 12% | -9
Cc1c(Cl)cccc1NC(=O)CSc1sc2c(O)cc(=O)[nH]c2c1C#N | 1% | -1% | -1% | 7% | 0% | -1% | 9% | ? | 1% | 24% | 8
Cc1ccc(CCN2CC(C(=O)NC3CCCCC3)CC2=O)cc1 (stereo not given) | 4% | -3% | -4% | ? | 0% | 0% | nt | -8% | 1% | -2% | -18
O=C(COc1ccccc1Cl)NCc1ccncc1 | -3% | 2% | 2% | -8% | -4% | 1% | -4% | 11% | 0%[10 µM] | 4% | -1
O=C(Nc1ccc(F)c(F)c1)c1cnc(-c2ccccc2)nc1-c1ccccc1 | 0% | 1% | ? | -18% | 0% | -2% | -13% | ? | 27% | 7% | -17
Cc1nc2sc(C(c3cccs3)N3CCN(c4ccccc4)CC3)c(O)n2n1 (stereo not given) | 5% | 4% | 3% | 8% | -6% | -1% | 0% | 8% | -27% | 2% | -7
Cc1ccc(NC(=O)CSc2nnc(-c3cccs3)o2)cc1S(=O)(=O)N1CCCCC1 | 5% | -1% | 3% | 9% | 0% | -2% | 7% | -5% | 2% | -6% | 4
CCn1c(=O)c(C(=O)NCCN2CCCCC2)c(O)c2ccccc21 | 0% | 4% | -6% | 2% | 3% | 1% | 9% | -20% | ? | -2% | 6
Cc1ccc(CSc2nnc(NC(=O)Cn3cnc4ccccc4c3=O)s2)cc1 | ? | -3% | 8% | 3% | -1% | 10% | -10% | 12% | 37% | 1% | -4
Nc1ccc2oc(-c3ccc4nc[nH]c4c3)nc2c1 | 1.9µM* | -7% | ? | ? | ? | ? | -10% | 14% | ? | 21% | 1
O=C(COC(=O)c1ccc(S(=O)(=O)NCc2ccco2)cc1)Nc1ccc(OC(F)F)cc1 | 6% | -4% | -3% | 64% | -1% | 1% | -7% | -5% | -22% | 0% | -25
COc1cccc(N2CCN(Cc3nc4scc(-c5ccccc5)c4c(=O)[nH]3)CC2)c1 | 0% | 28% | ? | ? | -1% | -11% | -1% | -7% | -32% | -5% | 9
Cc1oc(-c2ccc(Cl)cc2)nc1CN1CCCC(C(=O)NCc2cccnc2)C1 (stereo not given) | -3% | 1% | 1% | 6.5µM* | -17% | -24% | 0% | 4% | ? | -2% | -29
C=CCc1cccc(CNc2ccc(Br)cc2)c1O | -19% | -6% | -12% | 5% | 1% | 10% | 11% | ? | -14% | -1% | -23
CC12CCC(C(=O)NCc3ccccc3Cl)(C(Br)C1=O)C2(C)C (stereo not given) | -2% | -1% | -14% | ? | -10% | -1% | -23% | -8% | ? | ? | 16
COCCOC(=O)C1=C(C)Nc2ncnn2C1c1ccccc1 (stereo not given) | 2% | -1% | 10% | 1% | 0% | -1% | -5% | 0% | -16% | -3% | -14
CS(=O)(=O)c1ccc2nc(NC(=O)c3cc([N+](=O)[O-])cc([N+](=O)[O-])c3)sc2c1 | ? | 2% | 20% | -9% | 2% | 12% | -3% | ? | ? | 20% | -15
CS(=O)(=O)NCCSCc1ccco1 | 1% | -6% | 0% | 1% | -1% | -4% | 0% | -10% | -6% | -5% | -1

(list continues)
molecule | FLuc modulator | Mito fusion yeast | Gal4-VP16 FLuc | ELG1 repair inh | Rab9 promoter act | NPC1 promoter act | PKM2 activator | Menin-MLL TR inh | RORgamma inh | MBNL1 CUG block | KCNH2 3.1 inh
COc1ccc(N2CCN(CC(=O)Nc3nc4c(s3)CC(C)CC4)CC2)cc1 (stereo not given) | -1% | 5% | -25% | ? | -1% | -2% | 1% | -25% | -23% | -5% | 2
CCOc1ccc(NC(=O)NCCN2CCN(c3ccccc3F)CC2)cc1 | -2%&-3% | -14% | 0% | -1% | -2% | -6% | nt | 8% | 4% | -2% | -34
O=c1c2ccccc2nc(SCc2cccc(F)c2)n1C1CCCC1 | 0% | 18% | -5% | 4% | -1% | 1% | 4% | -7% | 18% | ? | -20
O=C(Nc1ccc(Cl)cc1)N1CCOC12CCCCC2 | ? | 2% | 0% | 5% | 8% | 0% | 2% | 17% | 32% | -7% | 12
CCn1c(SCC(=O)Nc2nccs2)nnc1-c1ccncc1 | 0% | 1% | -4% | -23% | -6% | 0% | 0% | -2% | 1% | -3% | -11
COc1cccc(NC(=O)Nc2cc(C(=O)NCC3CCCO3)ccc2N2CC3CC(C2)c2cccc(=O)n2C3)c1 (stereo not given) | 0% | 8% | -8% | 1% | -3% | -4% | nt | nt | 12% | -6% | 15
c1ccc2[nH]c(CN3CCOCC3)nc2c1 | 5% | 1% | 6% | 8% | 1% | -3% | -5% | -9% | -8% | -5% | -1
Cn1c(=O)c2sccc2n2c(CCCC(=O)NCCc3ccc(S(N)(=O)=O)cc3)nnc12 | 1% | -7% | 9% | -2% | 17% | 1% | 2% | 0% | -10% | -2% | 3
Cc1nn(Cc2ccccc2)c(C)c1NC(=O)CSc1n[nH]c(C)c1[N+](=O)[O-] | 5% | 1% | -2% | -16% | -6% | -2% | -6% | -4% | 22% | -7% | -7
CCCc1cc(=O)oc2cc(C)cc(OCC(=O)NCc3ccccn3)c12 | 0% | -4% | -12% | -3% | ? | -5% | -1% | -21% | -9% | 2% | 3
Cc1ccc(NS(=O)(=O)c2ccc(C(=O)NCc3cccnc3)cc2)cc1 | 21µM* | 1% | -3% | ? | 7% | 17% | 9% | nt | 29% | 1% | 12
CCOC(=O)c1[nH]c(C)c(C(=O)N2CCN(c3ccccc3OC)CC2)c1C | -3% | 6% | -7% | 8% | -4% | -7% | 22% | -13% | 3% | -5% | nt
O=C(O)c1cc(NC(=S)NC(=O)C(c2ccccc2)c2ccccc2)ccc1Cl | -5% | -2% | 7% | -10% | -1% | -3% | 1% | ? | -17% | -10% | -12
COc1ccccc1C(=O)NCCC(=O)NC1CCC(C)CC1 (stereo not given) | 13µM* | -3% | nt | ? | 4µM* | ? | nt | nt | nt | nt | 0
COc1ccc(-c2sc(NC(C)=O)nc2-c2ccccc2)cc1 | -1% | -2% | 4% | -3% | -1% | -5% | 12% | 31%[activator] | 14% | nt | -12
CCN1CCN(C(=O)CSc2nc3c(c(=O)n(C)c(=O)n3C)n2C)CC1 | 0% | -3% | 1% | 3% | 2% | -7% | nt | nt | -18% | -2% | -10
Cc1cc(C)c(NC(=O)CSc2nc3ccc(NC(=O)CSc4nnnn4-c4ccccc4)cc3s2)c(C)c1 | -1% | 1% | -17% | -6% | -7% | 0% | -12% | -14% | 2% | -8% | -20

Screening data deposited in PubChem BioAssay by National Center for Advancing Translational Sciences (NCATS).

A portion of the library; the hit share may differ from the screen's.
